Assay outcomes deposited in PubChem BioAssay by several laboratories.
rCAG binder: binders of r(CAG) RNA repeats, primary screen, biochemical, fluorescence; inhibition, % at 3 µM; hit rate 1.3% among 370,000; AID 651821, 2012; r(CAG) RNA repeat, TO-PRO-1 dye displacement fluorescence;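 active = inhibition above the plate cutoff, the mean of all test compounds on that plate plus 3 SD, cut at about 35% in these data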;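 note: 0% = DMSO alone and 100% = 100 µM mitoxantrone as full dye displacement; higher means more dye released from RNA so lower well fluorescence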
ADAM10 inh: human ADAM10 inhibitors, primary screen, biochemical, QFRET, HTS; Disintegrin and metalloproteinase domain-containing protein 10 (Homo sapiens), O14672; recombinant ADAM10, EDANS/DABCYL FRET peptide cleavage, 3 h; inhibition, % at 7 µM; hit rate 0.62% among 370,000;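 active = inhibition above a per-campaign cutoff equal to the mean of compounds falling between control-based bounds plus 3 SD, cut at about 20% in these data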;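 note: 0% = DMSO wells while the 100% control is not disclosed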
KLK7 zymogen act: proKLK7 zymogen activators, primary screen, biochemical, fluorescence intensity; Kallikrein-7 (Homo sapiens), P49862; purified proKLK7, EDANS-DABCYL substrate fluorescence; 100% is mature enzyme control, 0% vehicle; activation, % at 7 µM; hit rate 0.9% among 370,000; AID 652039, 2013;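 active = activation above the mean of all tested compounds plus 3 SD, computed per campaign excluding outliers beyond control limits, cut at about 13% in these data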
Target sequence (P49862 whole entry, looked up): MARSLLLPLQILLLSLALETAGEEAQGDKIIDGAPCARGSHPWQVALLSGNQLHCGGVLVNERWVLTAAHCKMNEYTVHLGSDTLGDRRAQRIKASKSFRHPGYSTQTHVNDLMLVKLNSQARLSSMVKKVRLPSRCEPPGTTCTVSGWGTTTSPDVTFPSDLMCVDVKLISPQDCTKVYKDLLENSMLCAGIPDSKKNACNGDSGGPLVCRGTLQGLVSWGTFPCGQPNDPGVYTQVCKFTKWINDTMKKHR
ARFGAP1 inhibitor: inhibitors of rat ARFGAP1 GAP activity, primary screen, biochemical, fluorescence polarization, GDP tracer; ADP-ribosylation factor GTPase-activating protein 1 (Rattus norvegicus), Q62848; Arfgap1-stimulated ARF1 GTP hydrolysis, GDP FP detection; inhibition, % at 16.5 µM; hit rate 0.26% among 360,000; AID 651572, 2012;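 active = inhibition above a per-plate limit, mean inhibition of low control wells plus 3 SD, cut at about 25% in these data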;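 note: 0% = DMSO wells with enzyme and 100% = wells lacking Arfgap1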
Target sequence (Q62848 1-136 limits assumed): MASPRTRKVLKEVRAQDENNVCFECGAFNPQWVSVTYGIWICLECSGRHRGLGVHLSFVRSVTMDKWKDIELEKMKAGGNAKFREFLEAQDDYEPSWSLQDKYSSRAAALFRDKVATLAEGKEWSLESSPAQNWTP
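System: truncated rat Arfgap1 GAP domain / Medium: HEPES-based buffer, pH 7.5 / Also added: N-terminally truncated human ARF1-GTP substrate / Incubation: enzyme reaction 120 min at 25 °C after 20 min preincubation / Measured by: FP of antibody-bound GDP Alexa 633 tracer, ex 620/em 688 nm / Replicates: singlicate, each compound tested once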
sPLA2-III inh: human group III sPLA2 inhibitors, primary screen, biochemical, QFRET, BODIPY PC-A2 liposome substrate | Group 3 secretory phospholipase A2 (Homo sapiens), Q9NZ20 | QFRET BODIPY PC-A2 liposome hydrolysis, fluorescence | inhibition, % at 12.2 µM | hit rate 0.56% among 370,000 | AID 743126, 2013;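 active = inhibition above mean plus 3 SD of compounds lying within the high and low control bounds, cut at about 19% in these data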;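 note: 0% = median of test compound wells and 100% = no enzyme DMSO wells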
ASAP1 inh: inhibitors of human ASAP1 ArfGAP activity, primary screen, biochemical, fluorescence polarization. hit rate 0.19% among 360,000. AID 624377, 2012. ASAP1-stimulated ARF1 GTP hydrolysis, GDP FP detection. inhibition, % at 16.5 µM. Arf-GAP with SH3 domain, ANK repeat and PH domain-containing protein 1 (Homo sapiens), …; in the data active = inhibition above about 25%;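 note: 0% = vehicle with enzyme and substrate and 100% = no enzyme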
FXN GAA850 act: FXN promoter activators, primary screen, cell-based, luciferase luminescence, HEK293 lucGAA850; hit rate 0.56% among 360,000; HEK293 lucGAA850 FXN promoter luciferase reporter, 24 h; percent of 10 µM SAHA response; activation, % at 6 µM; AID 540364, 2011;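 active = activation above the average of all compounds screened plus 3 SD, cutoff fixed separately per campaign, cut at about 7.5% in these data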;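 note: 0% = DMSO wells and 100% = 10 µM SAHA wells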
GC-A act: GC-A stimulated cGMP production enhancers – HEK293 GC-A cells, cGMP TR-FRET, EC30 ANP, primary screen; 0% at EC30 ANP, 100% saturating ANP; Atrial natriuretic peptide receptor 1 (Homo sapiens), P16066; hit rate 0.14% among 370,000; activation, % at 10 µM; in the data active = activation above about 40%
DDE Tn6 FP inh: inhibitors of Tn6 peptide binding to fibrin DD(E), primary screen, biochemical, fluorescence polarization, human fibrin, Tn6 probe; hit rate 0.21% among 370,000; Fibrin DD(E) TRITC-Tn6 fluorescence polarization displacement; inhibition, % at 8.3 µM;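 active = inhibition above a per-campaign cutoff: mean of compounds within control limits plus 3 SD, cut at about 15% in these data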;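 note: 0% = median of all compound wells on the plate and 100% = blocking peptide control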
Target sequence (P02675 whole entry, looked up): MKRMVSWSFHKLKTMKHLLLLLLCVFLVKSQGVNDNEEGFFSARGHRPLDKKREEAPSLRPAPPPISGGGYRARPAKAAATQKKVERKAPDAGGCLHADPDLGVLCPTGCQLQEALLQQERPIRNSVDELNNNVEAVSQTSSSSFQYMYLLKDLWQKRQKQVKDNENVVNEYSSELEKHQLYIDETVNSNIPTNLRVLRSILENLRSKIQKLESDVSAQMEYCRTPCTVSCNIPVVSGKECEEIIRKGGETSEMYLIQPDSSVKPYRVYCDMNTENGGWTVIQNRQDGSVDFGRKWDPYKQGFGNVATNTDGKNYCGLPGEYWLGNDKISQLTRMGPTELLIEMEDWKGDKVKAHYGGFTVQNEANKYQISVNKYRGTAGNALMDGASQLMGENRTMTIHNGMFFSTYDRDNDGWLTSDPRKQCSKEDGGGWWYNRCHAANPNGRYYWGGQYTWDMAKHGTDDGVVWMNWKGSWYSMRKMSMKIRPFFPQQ
GC-B act: human GC-B receptor activators, primary screen, HEK293 GC-B cells, cGMP TR-FRET, EC30 CNP; Atrial natriuretic peptide receptor 2 (Homo sapiens), P20594; 0% at EC30 CNP, 100% saturating CNP; activation, % at 10 µM; hit rate 0.11% among 370,000;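 active = activation at 10 µM reaching about 35% in either raw or pattern-adjusted values, limit read from the data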
* hit, by the source's call; i = inactive; · = no result given. Random draw from the library, and some 4.5% of all compounds hit somewhere here.

The opening 6 records, to show the layout:
item	Structure	rCAG binder	ADAM10 inh	KLK7 zymogen act	ARFGAP1 inhibitor	sPLA2-III inh	ASAP1 inh	FXN GAA850 act	GC-A act	DDE Tn6 FP inh	GC-B act
1	Cc1cccc(C)c1NC(=O)[C@H]1CC(=O)O[C@@H]1c1ccccc1	2	4	0.0	·	6	·	·	-2	-2	6
2	CC(NCC(O)COC1CCC(C(C)(C)C)CC1)c1ccccc1 (stereo not given)	-3	-6	-0.5	11	0	-13	4.6	-5	-2	13
3	COc1ccc(NC(=O)CN(C)S(=O)(=O)c2ccc3c(c2)NC(=O)CS3)cc1	2	3	0.6	4	-10	-2	1.3	5	-6	2
4	CC(C)[C@H](NC(=O)C1CCCC1)C(=O)N1CCC[C@H]1C(=O)NCCc1ccccc1Cl	0	-5	0.1	-4	-1	-8	·	0	10	-7
5	O=S(=O)(c1ccc2nnn(O)c2c1)N1CCOCC1	1	2	-0.3	6	-4	-6	-1.5	2	-4	0
6	Cc1cc(C(=O)C(=O)N(C)C)c(C)n1-c1ccc(Cl)c(Cl)c1	-6	-1	0.3	2	2	7	1.8	-4	5	2

The whole of this part, repeating the preview:
item	Structure	rCAG binder	ADAM10 inh	KLK7 zymogen act	ARFGAP1 inhibitor	sPLA2-III inh	ASAP1 inh	FXN GAA850 act	GC-A act	DDE Tn6 FP inh	GC-B act
1	Cc1cccc(C)c1NC(=O)[C@H]1CC(=O)O[C@@H]1c1ccccc1	2	4	0.0	·	6	·	·	-2	-2	6
2	CC(NCC(O)COC1CCC(C(C)(C)C)CC1)c1ccccc1 (stereo not given)	-3	-6	-0.5	11	0	-13	4.6	-5	-2	13
3	COc1ccc(NC(=O)CN(C)S(=O)(=O)c2ccc3c(c2)NC(=O)CS3)cc1	2	3	0.6	4	-10	-2	1.3	5	-6	2
4	CC(C)[C@H](NC(=O)C1CCCC1)C(=O)N1CCC[C@H]1C(=O)NCCc1ccccc1Cl	0	-5	0.1	-4	-1	-8	·	0	10	-7
5	O=S(=O)(c1ccc2nnn(O)c2c1)N1CCOCC1	1	2	-0.3	6	-4	-6	-1.5	2	-4	0
6	Cc1cc(C(=O)C(=O)N(C)C)c(C)n1-c1ccc(Cl)c(Cl)c1	-6	-1	0.3	2	2	7	1.8	-4	5	2
7	COc1ccc(-c2ccc3c(c2)S(=O)(=O)c2cccc(C(=O)N4CCN(c5ccccn5)CC4)c2C3=O)cc1OC	14	-16	-1.2	8	-2	6	-0.2	6	2	5
8	CCCCOc1ccc2ccccc2c1C=O	1	5	-0.4	-5	6	-16	2.6	0	0	-4
9	COc1ccc(-c2nnc(SCc3c(F)cccc3F)n2N)cc1	1	-3	-0.2	·	-2	·	·	2	-3	-3
10	COc1ccc(CCNC(=O)CSc2nnnn2-c2ccccc2)cc1	-4	-10	0.5	-8	0	-2	-3.6	-1	-3	-3
11	COc1ccc(NS(=O)(=O)N2CCOCC2)cc1	-1	-1	0.0	-1	-2	-3	-1.7	-2	-3	1
12	CCCCCCN(C(=O)CCl)c1ccccc1	-6	-8	0.0	9	5	4	-5.7	-7	-8	-8
13	O=C(CSc1nnc(Nc2ccccc2F)s1)c1cc2ccccc2o1	14	6	0.4	0	-22	-4	2.2	-2	-1	6
14	CC(C)CC(=O)Nc1nnc(SCC(=O)NCC2CCCO2)s1 (stereo not given)	-3	-6	-0.7	-8	-3	-1	-0.4	-3	-11	8
15	COc1ccc(N(CC(=O)Nc2cc(C)on2)S(=O)(=O)c2cc(C)ccc2C)cc1	4	0	0.4	4	-19	-6	-0.9	-3	-2	-2
16	CC(=O)c1ccc2c3c(cccc13)C(=O)N(CCc1ccccc1)C2=O	10	-1	0.1	-3	-1	3	7.8*	-2	-1	-3
17	O=C1CC(c2ccccc2)NC(=O)N1 (stereo not given)	-1	-4	0.0	-5	9	11	0.3	0	-1	-1
18	Cc1cnc(CNC(=O)C2CCC(=O)N(CCc3cccc(F)c3)C2)[nH]1 (stereo not given)	1	4	0.0	-6	2	-11	0.5	-2	9	2
19	Cc1c(-c2ccccc2)n[nH]c1C(=O)NN	1	-3	0.0	-3	2	5	5.1	2	-3	3
20	N#Cc1nc(-c2ccc(F)cc2)oc1N1CCCCC1	-6	i	0.9	4	2	8	1.1	5	-4	-5
21	Cc1ccc(C)c(S(=O)(=O)N2CCCN(C)CC2)c1	0	-1	-0.3	-2	2	-11	-1.1	-2	8	4
22	O=C(Nc1ccc(Br)cc1)c1ccc(F)c(S(=O)(=O)N2CCN(c3ccccn3)CC2)c1	3	0	0.5	14	0	2	-3.1	-3	-7	-2
23	CCOCc1c(C(=O)Nc2ccc(OC)nc2)oc2ccccc12	1	-2	-0.1	-6	-2	-9	1.2	-1	2	5
24	CCN(CC)C(=O)c1cncc(C(=O)N(CC)CC)c1-c1ccccc1	-4	-29	0.1	8	4	-8	0.5	5	1	2
25	COC(=O)[C@@]1(Sc2ccc(OC)cc2)CC(=O)N[C@@H]1c1ccccc1	2	3	0.3	3	4	2	·	-3	-17	4
26	COc1cc(C(=O)Nc2cc(Cl)ccc2C)c(-n2cnnn2)cc1OC	-2	-4	-0.3	-6	2	4	1.9	-4	1	4
27	CCn1cc(C(=O)Nc2ccc(C)cc2[N+](=O)[O-])c(C)n1	-1	-2	0.3	-5	0	-14	3.1	2	7	-4
28	Nc1nnc(CC(=O)N/N=C/c2cc([N+](=O)[O-])cc(Br)c2O)s1	59*	2	0.3	-14	6	4	-1.7	4	-1	0
29	COCCNC(=O)C1CCC(CNS(=O)(=O)c2ccc3c(c2)CC(C)N3C(=O)C2CC2)CC1 (stereo not given)	-3	-7	-0.5	-10	2	4	-1.6	0	2	-2
30	O=C(c1cccs1)N(Cc1cccc(Cl)c1)C1CCS(=O)(=O)C1 (stereo not given)	-3	1	0.3	-4	1	-2	-0.8	1	1	3
31	Cc1cc(C)n(C(=O)CCCCCCCC(=O)n2nc(C)cc2C)n1	-1	7	0.6	0	1	0	0.2	-2	6	0
32	O=C(CNCC1CCCO1)Nc1ccccc1-n1cccc1 (stereo not given)	-1	-3	-0.3	7	0	-2	1.6	-1	2	-4
33	COC(=O)CC1CCc2cc(C)cc(C(CC(C)C)NC(=O)[C@H](CC(C)C)NC(=O)OCc3ccccc3)c2O1 (stereo not given in full)	·	-2	·	·	-3	·	·	-19	-2	-24
34	N#Cc1nc(Cc2cccc3ccccc23)oc1NCC1CCCO1 (stereo not given)	-5	2	-0.4	-10	-12	-5	0.8	0	7	-1
35	CCC(=O)N1CCN(c2nc(C)nc3sc(C)c(C)c23)CC1	-7	-19	-0.2	-3	2	-3	1.2	-2	-6	-8
36	CCc1[nH]nc(C(=O)NC2CCCN(Cc3ccccc3F)C2)c1C (stereo not given)	-6	1	0.1	-8	-3	-10	0.1	4	0	5
37	Cc1ccc2[nH]c(=O)c(CN(CC3CCCO3)S(=O)(=O)c3cccc4nsnc34)cc2c1 (stereo not given)	-1	3	-0.2	-7	-1	-8	-1.2	-1	-1	-2
38	Cc1ccc(C(=O)NNC(=O)c2cccc(Br)c2)cc1	-4	-9	-0.3	-5	-1	-21	1.4	4	-3	4
39	O=C(Nc1ccc(Oc2ccc(Cl)cc2)cc1)c1ncn[nH]1	4	-3	0.6	2	-50	6	-1.2	18	-6	-4
40	CCC(CO)Oc1cc(NC(=O)c2cccc([N+](=O)[O-])c2)c2ncn(C(C)C)c2c1 (stereo not given)	-4	1	0.2	-8	4	0	1.0	5	-1	3
41	COC(=O)[C@]12C[C@H](CC(=O)N3CCN(C(=O)C4CC4)CC3)C(=O)N(Cc3ccccc3)C1=C[C@H](C1CCCC1)O[C@@H]2C	1	3	0.1	-11	-2	-5	·	-5	6	-10
42	CC1=C(C/C=C(\C)CCC[C@H](C)CCC[C@H](C)CCCC(C)C)C(=O)c2ccccc2C1=O	13	-6	1.1	10	4	-7	-1.4	-1	-1	1
43	O=S(=O)(Nc1nc2ccccc2nc1-[n+]1cccc(N=C([O-])c2ccc(Cl)cc2)c1)c1ccccc1	9	1	-0.4	5	-4	10	·	12	5	20
44	O=C(c1cccc(Cl)c1)N1CCN(C2CCCCCC2)CC1	-6	5	-0.5	6	2	1	-0.7	0	2	3
